TCR-CD3 inh = human TCR-CD3 binding inhibition | TAMRA-labeled TCR probe fluorescence, biochemical | inhibition, % at 9.4 µM | actives 0.37% (n = 360,000); in the data active means inhibition above about 19%;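 further: recombinant mutant TCR 2C K166C tagged with TAMRA read by polarization; 0% = receptor in buffer alone and 100% = receptor with positive control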
SIAE inh = inhibitors of human sialic acid acetylesterase SIAE. SIAE FP-Rh probe binding, fluorescence polarization. inhibition, % at 9.66 µM. Q9HAT2. actives 0.69% (n = 370,000);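 active means inhibition above a cutoff: mean of compounds within the control limits plus 3 SD of those, cut at about 17% in these data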;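 further: 0% = plate median of compound wells and 100% = probe without SIAE protein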
Target sequence (Q9HAT2 whole entry, looked up): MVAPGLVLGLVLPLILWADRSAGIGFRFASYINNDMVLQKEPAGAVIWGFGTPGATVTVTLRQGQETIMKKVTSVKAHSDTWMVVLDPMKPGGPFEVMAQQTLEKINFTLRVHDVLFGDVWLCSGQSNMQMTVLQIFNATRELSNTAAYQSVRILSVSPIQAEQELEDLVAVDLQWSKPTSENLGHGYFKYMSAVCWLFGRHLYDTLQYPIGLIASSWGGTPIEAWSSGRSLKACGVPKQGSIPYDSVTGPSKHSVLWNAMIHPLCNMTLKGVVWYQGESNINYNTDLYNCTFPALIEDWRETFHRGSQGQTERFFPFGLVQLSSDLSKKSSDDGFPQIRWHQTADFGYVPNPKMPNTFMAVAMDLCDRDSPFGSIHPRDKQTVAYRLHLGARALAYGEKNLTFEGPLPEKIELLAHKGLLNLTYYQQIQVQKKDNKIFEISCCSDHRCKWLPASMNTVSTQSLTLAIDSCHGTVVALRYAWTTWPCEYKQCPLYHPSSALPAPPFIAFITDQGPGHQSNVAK
rCAG RNA binder = molecules binding r(CAG) RNA repeats; actives 1.3% (n = 370,000); inhibition, % at 3 µM; r(CAG) RNA repeat, TO-PRO-1 dye displacement fluorescence; AID 651821;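 active means inhibition above the plate cutoff, the mean of all test compounds on that plate plus 3 SD, cut at about 35% in these data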;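 further: 0% = DMSO alone and 100% = 100 µM mitoxantrone as full dye displacement; higher means more dye released from RNA so lower well fluorescence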
HTRA1 inh = HTRA1 (human) protease inhibition; actives 0.5% (n = 340,000); recombinant HTRA1, FP-rhodamine activity-based probe, fluorescence polarization; inhibition, % at 5.96 µM; Q92743; in the data active means inhibition above about 36%;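 further: 0% = enzyme with DMSO and 100% = wells lacking enzyme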
LEDGF integ inh = blocks HIV-1 LEDGF/p75-dependent DNA integration; TR-FRET IN-LEDGF/p75 DNA integration, Eu/Cy5; inhibition, % at 3.7 µM; actives 0.64% (n = 370,000); AID 743269;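 active means inhibition above the screen-wide mean plus 3 SD, cut at about 13% in these data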;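 further: signal is the Cy5 over europium emission ratio at 671 and 618 nm; 0% = plate median of compound wells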
PRMT1 inh = inhibitors of human PRMT1. AID 652257. recombinant PRMT1, activity-based probe fluorescence polarization. inhibition, % at 2.79 µM. actives 1.3% (n = 370,000). Q99873;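 active means inhibition above about 21% made by adding two undisclosed values, limit read from the data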
ABHD4 inh = inhibitors of mouse ABHD4. Q8VD66. purified mABHD4, FP-Rh probe fluorescence polarization. inhibition, % at 8.92 µM. actives 0.54% (n = 370,000);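 active means inhibition exceeding the mean over every tested compound plus 3 SD, cut at about 30% in these data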;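 further: 0% = plate median of compound wells and 100% = S159A mutant with DMSO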
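Assay system: mABHD4 protein; medium: HEPES pH 7.0, NaCl, Pluronic buffer; dosing: 8.92 µM, single dose; schedule: 45 min + 60 min at 25 °C; signal: FP readout, ex 525 nm / em 598 nm; read-out: normalized percent inhibition of probe labeling; repeats: single replicate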
PG9 Ab binder = binds the HIV-1 gp120 antibody PG9. TR-FRET gp120-PG9 antibody binding. inhibition, % at 6.7 µM. actives 0.43% (n = 360,000); in the data active means inhibition above about 8.5%
NR1D1 modulator = modulates human Rev-erb alpha binding to DNA. AID 1259318. activity, % at 10 µM. P20393. actives 0.79% (n = 370,000). Rev-erbα–FITC-DNA binding, fluorescence polarization, 90 min;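 active means activity above about 14%, limit read from the data; passing the limit was not always enough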;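 further: 0% = DMSO wells with 35 nM protein and 100% = DMSO wells with 750 nM protein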
TDP2 absorb = TDP2 (human) inhibition, absorbance primary screen; actives 0.34% (n = 370,000); recombinant TDP2, T5PNP hydrolysis, p-nitrophenol absorbance 415 nm; inhibition, % at 12.8 µM; O95551;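 active means inhibition above the mean of all tested compounds plus 3 SD, set per campaign, cut at about 25% in these data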;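 further: 0% = DMSO with enzyme and 100% = buffer with substrate but no TDP2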
Target sequence (O95551 whole entry, looked up): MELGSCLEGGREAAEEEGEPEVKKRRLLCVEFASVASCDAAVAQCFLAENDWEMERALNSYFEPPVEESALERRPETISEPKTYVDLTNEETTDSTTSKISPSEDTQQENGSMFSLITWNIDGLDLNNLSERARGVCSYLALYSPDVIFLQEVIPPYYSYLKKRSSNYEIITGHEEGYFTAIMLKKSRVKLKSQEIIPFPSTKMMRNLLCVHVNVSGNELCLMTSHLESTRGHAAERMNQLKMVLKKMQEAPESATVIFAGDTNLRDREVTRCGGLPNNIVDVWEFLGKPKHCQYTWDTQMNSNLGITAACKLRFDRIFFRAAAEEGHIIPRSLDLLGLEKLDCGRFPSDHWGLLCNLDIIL
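Material: recombinant human TDP2; quantity: TDP2 enzyme at 120 nM final; medium: Tris-HCl pH 7.5 with MgCl2; compound: single concentration, 12.8 µM nominal, with 1% DMSO; incubation: 2 h enzyme incubation at 37 °C; signal: epi absorbance; measure: percent inhibition; benchmarks: high control without enzyme, low control DMSO plus TDP2; repeats: singlicate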
The depositor's hits bear a star; x = not tested or not shown. Not all compounds are listed (hit frequency here may not be typical).

SMILES	TCR-CD3 inh	SIAE inh	rCAG RNA binder	HTRA1 inh	LEDGF integ inh	PRMT1 inh	ABHD4 inh	PG9 Ab binder	NR1D1 modulator	TDP2 absorb
COc1ccc(NC(=O)NCc2ccc3c(c2)OCO3)cc1OC	0.8	9.8	-1.5	-2.9	0.8	0.2	-1.7	-1.4	1.2	10.6
Cc1cc(C(=O)OCC(=O)N2CCC(C)CC2)c2ccccc2n1	-5.7	1.0	-1.8	-0.2	34.9*	-3.8	0.1	-1.1	-3.8	-3.9
CCC(Oc1ccccc1)C(=O)Nc1ccccc1N1CCCC1 (configuration not stated)	-3.0	-2.1	-8.2	0.2	2.5	-0.5	-4.8	-2.6	3.3	-9.4
O=C(COC(=O)c1ccc(F)cc1F)Nc1ncccn1	8.6	3.2	-1.6	7.9	-0.4	0.0	1.6	-1.1	-0.3	16.3
COc1cccc(/C=C2\SC(=S)N(CCC(=O)NCCc3ccc(O)cc3)C2=O)c1	-2.1	-23.3	7.1	-28.1	4.5	2.3	-24.4	0.8	1.8	5.7
O=C(O)c1ccc2c(c1)C(=O)N(c1ccc([N+](=O)[O-])cn1)C2=O	2.9	0.2	0.9	3.9	0.6	0.3	-2.2	-3.1	-0.9	8.2
O=C(NCc1ccccc1)c1noc2c1CCCC2	1.0	-0.2	-0.3	2.2	1.4	1.0	2.4	-0.8	1.1	-5.8
FC(F)(F)c1cccc(NC(=S)N2CCN(c3cccc(C(F)(F)F)c3)CC2)c1	5.8	-3.7	-3.2	-7.9	-3.3	-2.1	-1.4	1.4	2.1	-12.3
COCCCNC(=O)C1CCC(CNS(=O)(=O)c2ccc3c(c2)CC(C)N3C(=O)C2CC2)CC1 (configuration not stated)	8.2	-1.2	-5.8	4.0	-2.3	-1.1	-3.1	-1.6	-2.3	-3.8
CC(C)(CNc1ccc(S(=O)(=O)C(F)(F)F)cc1[N+](=O)[O-])N1CCOCC1	0.2	8.5	-2.2	-2.9	-0.6	1.0	9.6	-0.7	-2.8	-6.0
CN(C)c1ccc(NC(=O)c2cn(-c3ccccc3)nc2-c2cccs2)cc1	2.1	24.8*	14.1	6.7	-3.3	3.0	10.1	-3.0	-2.0	-4.7
Cn1nc([N+](=O)[O-])nc1S(C)(=O)=O	-1.6	-1.1	5.8	-7.5	9.0	6.2	-2.4	-1.7	-1.6	-11.3
CC1=NN(c2nc(-c3ccc(Cl)cc3)cs2)C(=O)C1	1.7	14.6	57.9*	9.4	1.0	-0.7	16.2	-0.9	-10.6	-6.1
O=C(NCc1ccco1)c1cc(-c2ccncc2)nc2ccccc12	-0.6	4.9	7.4	2.1	0.1	-0.3	6.5	0.7	3.9	21.6
CC(=O)Nc1ccc(S(=O)(=O)N(C)CC(=O)NC2=NCCS2)cc1	6.2	3.4	2.3	3.8	-2.1	1.8	1.8	-1.5	-1.7	-0.2
CCCCn1nnnc1C1(C)CCC(=O)N1CCc1ccc(OC)c(OC)c1 (configuration not stated)	1.2	4.4	-0.2	x	0.3	-1.4	5.0	-0.5	-6.8	4.8
COc1cc(NC(=O)CCNS(=O)(=O)c2cc(Br)cnc2N)cc(OC)c1	-9.3	0.4	1.6	4.2	0.6	-0.3	-7.3	-0.3	-1.0	5.2
COc1ccc(/C(N)=N/OC(=O)Cc2ccc(C)cc2)cc1	-1.5	-5.0	-2.9	-13.4	2.4	-4.2	-10.1	-2.8	1.9	-8.5
C#CCn1cc(/C=N/Nc2nc3ccccc3[nH]2)c2ccccc21	-5.0	55.4*	21.6	43.0*	-2.9	-2.6	24.1	-4.5	1.0	-3.7
C[C@]12CCC3c4ccc(OCC(=O)O)cc4CCC3C1CCC2=O (some centres not stated)	-4.3	2.3	4.8	-0.1	-1.5	0.2	-0.4	-1.8	1.7	9.4
COc1cc(C(F)(F)F)nc2ccc(C#CCOC(=O)Nc3ccccc3)cc12	-12.3	-12.8	5.7	-18.4	-1.2	-1.4	-9.6	1.3	-2.0	2.8
Cc1nn(CC(=O)N2CCC(C)CC2)c(=O)c2cccn12	2.5	1.3	1.1	5.2	-0.5	-1.7	-2.5	-0.3	-9.9	11.6
CS(=O)(=O)N(CC(=O)N1CCN(Cc2ccccc2)CC1)C1CCCCC1	-3.2	4.9	-4.6	5.6	0.4	-1.4	4.5	-3.4	-3.7	2.2
CCNC(=S)N1CCN(c2cccc(C(F)(F)F)c2)CC1	-1.0	1.1	-1.3	-0.9	0.7	-2.8	-1.8	-1.1	-1.9	0.9
CCOc1ccccc1N1C(=O)CC(Nc2ccc(N3CCOCC3)cc2)C1=O (configuration not stated)	5.9	8.7	13.3	43.9*	10.5	5.4	45.9*	-5.3	1.4	21.6

Molecules shown so far that have a CF3 group (four):
SMILES	TCR-CD3 inh	SIAE inh	rCAG RNA binder	HTRA1 inh	LEDGF integ inh	PRMT1 inh	ABHD4 inh	PG9 Ab binder	NR1D1 modulator	TDP2 absorb
FC(F)(F)c1cccc(NC(=S)N2CCN(c3cccc(C(F)(F)F)c3)CC2)c1	5.8	-3.7	-3.2	-7.9	-3.3	-2.1	-1.4	1.4	2.1	-12.3
CC(C)(CNc1ccc(S(=O)(=O)C(F)(F)F)cc1[N+](=O)[O-])N1CCOCC1	0.2	8.5	-2.2	-2.9	-0.6	1.0	9.6	-0.7	-2.8	-6.0
COc1cc(C(F)(F)F)nc2ccc(C#CCOC(=O)Nc3ccccc3)cc12	-12.3	-12.8	5.7	-18.4	-1.2	-1.4	-9.6	1.3	-2.0	2.8
CCNC(=S)N1CCN(c2cccc(C(F)(F)F)c2)CC1	-1.0	1.1	-1.3	-0.9	0.7	-2.8	-1.8	-1.1	-1.9	0.9

Next part.
SMILES	TCR-CD3 inh	SIAE inh	rCAG RNA binder	HTRA1 inh	LEDGF integ inh	PRMT1 inh	ABHD4 inh	PG9 Ab binder	NR1D1 modulator	TDP2 absorb
O=C(CCS(=O)(=O)c1ccc(Cl)cc1)N1CCN(c2ccc(F)cc2)CC1	5.0	-5.0	0.7	6.3	-2.8	0.1	3.4	0.8	-3.8	-9.9
O=C(N/N=C\c1ccc(Cl)cc1)C1=NOC2COC3(CCN(c4ccc([N+](=O)[O-])cc4)CC3)OCC12 (configuration not stated)	16.7	-12.8	3.9	-6.9	5.0	-3.9	-5.3	-0.6	-7.2	-21.6
CN(Cc1ccccc1)C(=O)COC(=O)c1ccc(Cl)cc1N	-2.0	0.4	0.3	-10.8	-7.0	4.1	4.3	2.7	2.4	8.9
COCc1c(C(=O)OCC(=O)Nc2ccc(OC(F)F)cc2)oc2ccccc12	4.5	1.6	1.2	-9.6	-0.1	3.0	-5.3	-1.4	-0.7	-2.2
N#Cc1c(NC(=O)CSc2nnnn2C2CCCC2)sc2c1CCCC2	10.7	2.9	0.8	-0.5	0.1	-3.1	2.7	0.1	-1.3	2.5
Cc1cc(C(=O)CSc2nncs2)c(C)n1-c1c(C)n(C)n(-c2ccccc2)c1=O	-4.8	4.4	-1.4	1.1	0.7	3.1	-4.1	1.2	8.1	4.6
CC(=O)CSc1nc(N)c(C#N)c(-c2cccs2)c1C#N	2.5	-8.2	1.3	-8.7	-1.4	1.8	-1.2	-0.4	5.3	-0.6
CCNC(=O)NC(=O)C(C)OC(=O)c1oc2ccc(OC)cc2c1C (configuration not stated)	-0.8	2.4	4.9	-1.0	-0.3	1.4	1.0	1.2	23.4*	-4.4
CC(=O)N1N=C(c2ccncc2)OC1(Cc1ccccc1)Cc1ccccc1	-3.8	-10.8	-5.0	-1.6	-1.9	3.1	-3.5	0.9	3.2	-1.6
CCC(C)CCN1CCN=C1N(C)C (configuration not stated)	1.4	-5.0	-0.3	0.9	0.7	0.7	2.5	-1.4	8.3	-11.9
O=C(Cc1ccc(Br)cc1)N1CCc2ccccc2C1	-3.4	1.5	-5.6	-6.0	5.6	-0.9	-8.3	-0.2	10.8	-10.8
N#CCc1c(C#N)c(N)nc(N2CCCC(O)C2)c1C#N (configuration not stated)	-6.0	-4.4	3.6	-11.3	-10.8	31.3*	-3.5	0.3	-1.5	-0.6
Cc1ccccc1NC(=O)Cc1cn(C)c2ccccc12	8.8	-1.1	-1.5	1.2	-1.2	0.3	9.9	0.0	-0.3	-1.0
CCn1c(C)c(C(C)=O)c(N2CCCC2)nc1=S	2.6	9.8	-1.3	8.3	-1.2	0.4	2.9	0.6	-8.5	0.5
O=C(Nc1ccc(C2SCCS2)cc1)c1ccccc1	-0.9	0.5	-1.1	x	-2.8	1.9	7.2	-1.4	4.3	-14.3
CC(C)C[C@H]1CNC(=O)C(=O)N1C[C@H]1CCCN1C[C@H](Cc1ccc(O)cc1)N1C[C@H](CC(C)C)N(CC2CCCCCC2)C(=O)C1=O	5.3	-5.2	-0.8	x	2.4	-0.6	7.5	1.4	-3.9	-8.3
CN(CCc1ccccn1)C(=S)NC(=O)c1ccco1	-3.2	3.1	0.8	4.8	1.7	-1.1	1.1	0.2	8.4	-7.3
CCOC(=O)N1CCc2c(sc3nc4n(c(=O)c23)N=C(c2ccc(OC)cc2)CS4)C1	-5.2	-3.8	4.3	-11.2	5.9	4.1	-7.1	-2.3	-27.6	-14.6
O=C(COC(=O)CCNS(=O)(=O)c1ccccc1)NC(=O)c1ccccc1	8.9	1.3	1.4	-3.2	-1.4	-2.0	1.5	-1.6	-0.9	9.4
O=C(Nc1cc(S(=O)(=O)N2CCOCC2)ccc1N1CCCC1)c1cccnc1Cl	0.3	8.6	2.3	-1.3	2.5	-1.9	-0.3	-0.5	2.9	7.9
O=C(NCCCNC(=O)c1cnccn1)c1ccc(Cl)cc1	13.3	3.1	1.0	-1.2	2.7	-0.8	10.7	-1.9	-7.0	6.1
O=C(O)CCCn1cc(NC(=O)COc2ccccc2F)cn1	-8.9	3.0	1.1	0.8	-2.8	0.1	3.4	-0.2	-4.0	10.5
CCOC(=O)C1=C(C)NC2=C(C(=O)CCC2)C1c1cn(Cc2ccc(Cl)cc2Cl)nc1-c1ccccc1 (configuration not stated)	-7.0	-9.6	9.4	-46.6	3.3	-3.4	-7.7	-0.5	-5.0	-8.4
COc1ccc(/C(C)=N/Nc2ccccc2Cl)c(O)c1	2.0	7.7	0.3	5.7	-6.0	4.5	-3.6	0.7	-6.8	-2.3
COCCNC(=O)c1ccc(Cn2c(=S)[nH]c3cc4c(cc3c2=O)OCO4)cc1	5.7	-9.9	1.9	-2.9	-0.5	-2.4	-12.7	0.5	-2.3	-17.2
O=c1[nH]c(-c2ccc(Cl)cc2)nc(=S)[nH]1	1.3	8.6	0.5	4.6	0.8	0.1	-6.8	0.6	2.1	14.4
CCOc1ccc(Nc2nc(Cc3nnc(SCC(=O)NCC4CCCO4)n3C)cs2)cc1 (configuration not stated)	-3.4	-2.6	-2.7	12.5	-5.7	3.4	12.9	-2.1	-6.0	-2.8
CCOc1ncccc1C(=O)OCC(=O)c1cccc(Br)c1	6.1	-1.1	-3.4	-2.0	-4.0	-2.3	-5.0	-0.2	6.2	-3.0
Cc1ccc2nc(-c3ccncc3)cc(C(=O)Nc3ccc(F)cc3C)c2c1	-6.0	3.2	2.6	-3.2	-6.0	0.6	-1.3	-4.2	17.8	-5.6
COC(=O)c1ccc(NC(=O)CSc2nc3[nH]ncc3c(=O)[nH]2)cc1	-2.7	-5.1	-0.1	4.0	-3.0	1.2	-1.3	1.2	-1.1	-3.7
